# 12-LOX inh: ALOX12 (human) lipoxygenase inhibition; P18054; purified 12hLO, xylenol orange hydroperoxide absorbance; 1.1% of 580,000 active; Potency, µM (titrated, usually from 108 µM), for inactives: at the highest dose activity change, negative = inhibition, usual class: inhibitors; also: potency is read from the fitted curve at half-maximal effect; % is scaled to controls: 0 for no effect and ±100 for the full control effect
#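 Purified human 12hLO at 150 nM in 25 mM Hepes, 0.01% Triton X-100, pH 7.0, preincubated 15 min at room temperature with compound. Reaction started with 40 uM arachidonic acid, 30 min at room temperature. Hydroperoxide measured by Fe-xylenol orange, 573/405 nm absorbance ratio.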
# Vif-APOBEC3G blk: Vif-A3G binding inhibition. Q9HC16. HeLa A3G-eYFP + Vif (tagged APOBEC3G with the HIV-1 protein that degrades it), YFP fluorescence, overnight. Potency, µM (highest dose often 46.1 µM), for the others: top-dose activity, negative = active, usual class: inhibitors. 0.076% of 410,000 active. AID 602310;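 also: potency is read from the fitted curve at half-maximal effect; % is scaled to controls: 0 for no effect and ±100 for the full control effect; nearly all actives have a fitted effect of over 60% in size; hits raise eYFP signal because A3G escapes Vif-driven loss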
# Target sequence (Q9HC16 whole entry, looked up): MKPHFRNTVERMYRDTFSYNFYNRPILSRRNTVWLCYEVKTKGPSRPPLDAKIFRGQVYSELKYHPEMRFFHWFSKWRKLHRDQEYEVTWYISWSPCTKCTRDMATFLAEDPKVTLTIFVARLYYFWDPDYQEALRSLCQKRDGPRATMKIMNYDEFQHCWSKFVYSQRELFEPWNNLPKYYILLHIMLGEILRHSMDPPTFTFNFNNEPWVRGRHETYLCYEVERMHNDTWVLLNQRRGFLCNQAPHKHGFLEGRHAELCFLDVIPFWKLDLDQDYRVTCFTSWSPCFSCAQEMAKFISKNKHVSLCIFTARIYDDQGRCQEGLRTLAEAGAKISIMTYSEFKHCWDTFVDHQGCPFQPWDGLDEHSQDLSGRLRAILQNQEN
#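 HeLa cells stably expressing Vif and C-terminally eYFP-tagged A3G, seeded overnight at 37 deg C, then exposed to compound by pintool overnight at 37 deg C. Rise in yellow fluorescence (Ex 488/Em 500-530, Acumen) marks blocked Vif-driven A3G degradation.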
# LDHA block: inhibitors of human lactate dehydrogenase A; P00338; purified LDHA, NADH/diaphorase-resazurin fluorescence; active compounds read low; activity change, % (values are at about 110 or 230 µM); 0.15% of 480,000 active; AID 1347041; in the data active = activity change below about -30%; inconclusive = mostly about -25% to -30%;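 also: plate controls were DMSO wells for no effect and wells without enzyme for full effect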
#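 Remaining NADH was detected by diaphorase (0.133 mg/mL) converting 37 µM resazurin to fluorescent resorufin, read at 0 and 20 minutes. The preceding 5-minute room-temperature reaction used 2 nM LDHA, 0.2 mM sodium pyruvate and 0.06 mM NADH at pH 7.4.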
# GRP78 ERSR act: ER stress response induction in glioma | U87-MG GRP78 promoter luciferase reporter, 16 h | Potency, µM, for inactives: at the highest dose activation, usual class: activators | 0.02% of 420,000 active | AID 602332; also: potency is read from the fitted curve at half-maximal effect; series mostly up to about 76 µM; % of control where 0% means no effect; nearly all actives have a fitted effect of over 35% in size
#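 Stably transfected U87-MG human glioma cells carrying a GRP78-based luminescent sensor were seeded at 1000 cells/well, pin-dosed with compounds and incubated 16 h. Luciferase reagent was then added, and end-point luminescence was read after 10 min at room temperature.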
# D2 agonist: D2 dopamine receptor (human) agonism; HEK293 T-REx D2 cells, calcium flux agonist mode; P14416; 0.53% of 340,000 active; AID 485358; activation, % at 2 µM;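 active = activation over 3 SD above normal in the single-dose calcium agonist read, cut at about 30% in these data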; also: 0% is about no effect
# Target sequence (P14416 whole entry, looked up): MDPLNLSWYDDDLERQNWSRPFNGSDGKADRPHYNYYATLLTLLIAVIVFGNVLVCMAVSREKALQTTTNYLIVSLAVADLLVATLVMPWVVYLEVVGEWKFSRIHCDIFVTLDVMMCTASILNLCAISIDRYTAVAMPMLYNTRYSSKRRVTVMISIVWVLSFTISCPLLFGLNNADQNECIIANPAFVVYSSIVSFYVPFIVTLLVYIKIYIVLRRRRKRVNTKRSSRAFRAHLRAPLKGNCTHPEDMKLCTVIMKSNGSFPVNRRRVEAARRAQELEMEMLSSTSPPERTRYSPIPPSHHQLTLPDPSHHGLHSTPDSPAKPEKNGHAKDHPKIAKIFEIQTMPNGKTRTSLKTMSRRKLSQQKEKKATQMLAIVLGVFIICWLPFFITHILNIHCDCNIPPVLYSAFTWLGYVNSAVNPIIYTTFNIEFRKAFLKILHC
#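 HEK293 Trex D2 cells, tetracycline-induced, o/n 30 C 5% CO2; no-wash Ca dye, RT 30–90 min; 10-cycle baseline, 23 nl cpd added, kinetic Ca read 180 s; agonist hits = positive Ca response.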
# Vif-A3F inh: inhibitors of Vif-A3F interaction | HeLa A3F-eYFP + Vif (tagged APOBEC3F with the HIV-1 protein that degrades it), YFP fluorescence increase | Potency, µM (highest dose often 46.1 µM), inactives show top-dose activity, negative = active | 0.2% of 390,000 active | AID 602313; also: potency is read from the fitted curve at half-maximal effect; % of control where 0% means no effect; nearly all actives have a fitted effect of over 65% in size
#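 Fluorescence increase (Ex 488/Em 500-530) after overnight compound treatment at 37 deg C flags inhibition of Vif-driven A3F-eYFP loss in stable HeLa A3F-eYFP/Vif cells seeded overnight beforehand.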
# D2 antag: D2 dopamine receptor (human) antagonism | 2% of 340,000 active | HEK293 TREx D2 cells, calcium flux, dopamine EC80 | inhibition, % at 10 µM; in the data active = inhibition above about 30%; also: 0% is about no effect
#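 Read-out: kinetic calcium fluorescence (1 cycle/s) in inducible HEK293 T-REx D2 cells after an EC80 dopamine addition that followed 180 s compound preincubation. Loss of the dopamine response indicates antagonism.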
# RGS4 inh: blocks human RGS4-accelerated GTP hydrolysis; Potency, µM (series often up to 114 µM), for inactives: at the top dose activity change, negative = inhibition, most hits filed as inhibitors; Transcreener GDP fluorescence polarization, RGS4-accelerated GTP hydrolysis; 0.039% of 390,000 active; also: potency is read from the fitted curve at half-maximal effect; % is scaled to controls: 0 for no effect and ±100 for the full control effect; nearly all actives have a fitted effect of over 75% in size; some results filed as inactive show a strong effect at the top dose
# Target sequence (P49798 whole entry, looked up): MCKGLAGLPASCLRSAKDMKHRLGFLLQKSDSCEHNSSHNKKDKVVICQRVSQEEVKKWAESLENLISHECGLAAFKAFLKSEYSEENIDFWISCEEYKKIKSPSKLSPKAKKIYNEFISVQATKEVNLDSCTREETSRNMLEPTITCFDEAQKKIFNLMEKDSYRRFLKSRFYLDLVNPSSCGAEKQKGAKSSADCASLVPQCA
#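 MLSMR compounds (23 nl, pin-transferred) preincubated 10 min at room temperature with a 500nM (2x) first reagent, then RGS4 at 900nM (2x) plus Transcreener GDP mix added; fluorescence polarization (620/688 nm) read before and after 90 min at 30 °C.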
# ERG-DNA inh: ERG Ets/DNA interaction inhibition; 0.028% of 370,000 active; P11308; fluorescence polarization, His-ERG Ets domain / labelled DNA; Potency, µM (titrated, usually from 76.9 µM), inactives show top-dose FP activity, negative = inhibition, actives largely listed as inhibitors; active = well fitted inhibition curve with a large enough effect in the polarisation, with a control signal flat; inconclusive = small, poorly fitted or top-dose-only effect, or effect the other way, or a change in a side signal; inactive = no such curve, though single readings can be large or run the other way; the % refers to the polarisation;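 also: polarization taken with two DNA probes labelled with fluorescein and Texas red; potency is read from the fitted curve at half-maximal effect; % of control where 0% means no effect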
#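 His-tagged ERG Ets domain (1 uM in the protein solution; 300mM KCl, 50mM Tris-HCl, 1mM EDTA, 1mM DTT, pH 7.5) received compound, then a probe mix of 5 nM fluorescein-DNA and 100nM Texas-615-DNA. Fluorescence polarization was read for both dyes.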
# * hit, by the source's call; u = inconclusive; x = not tested or not shown; & = joins results of further samples; [ ] = dose if it differs, or a comment. Unless noted, calls follow the shape of the dose curve; as a rule, active = well fitted curve in the direction sought with a large enough effect; inconclusive = small, poorly fitted or top-dose-only effect, or another doubt; inactive = no such curve, though single readings can be large; an effect the other way counts as inactive or inconclusive.
SMILES,12-LOX inh,Vif-APOBEC3G blk,LDHA block,GRP78 ERSR act,D2 agonist,Vif-A3F inh,D2 antag,RGS4 inh,ERG-DNA inh
Nc1nc2ccc(C(=O)NCCOC(=O)C3CCCCC3)cc2s1,-1.1%,0.9%,-0.1,-1.2%,-0.2,6.2%,11.5,-31.7%[56.9 µM],6.5%
COc1ccc([C@@H]2[C@@H]3C(=O)N(C(C)(C)C)C(=O)[C@@H]3[C@]3(C)C(=O)N(c4cccc(F)c4)C(=O)N23)cc1,0.0%,-0.1%,0.2,-2.2%,0.1,3.3%,17.1,-10.8%,-2.3%
Cc1ccc(C(=O)NCC(=O)OCC(=O)N(CC(C)C)c2c(N)n(Cc3ccccc3)c(=O)[nH]c2=O)cc1,-17.3%,-10.5%,-2.2,4.3%,x,7.2%,x,-37.2%,-5.2%
COc1cccc(C(=O)NCCNC(=O)c2ccc(C)nc2)c1,-13.1%,1.5%,-12.0,-1.6%,0.3,3.2%,-8.5,-13.5%,8.8%
N#Cc1ccccc1CSc1nnc(-c2ccc(Br)cc2)o1,-14.0%,1.0%,-4.1,2.2%,x,2.1%,x,5.2%,0.5%
CCOc1ccc(C(=O)NCc2ccccc2)cc1Br,-8.2%,-2.8%,-10.4,0.5%,x,3.5%,x,-35.9%,-0.9%
CCCC(=NC(C)CC)C1=C(O)CC(c2ccccc2)CC1=O (stereo not drawn),-12.9%,-1.1%,-3.4,-3.3%,0.1,11.7%,2.0,-30.9%,4.1%
Cc1ccc2c(CC(=O)NCC3(N4CCOCC4)CCCCC3)coc2c1C,u,-1.9%,-0.3,-2.3%,0.3,6.3%,9.2,15.1%,10.0%
CC(=O)c1c(C)c(C)c2n1CCn1c(C)ccc1-2,u,-3.5%,-6.1,0.0%,1.6,-11.8%,9.9,-36.1%,31.3%[activator]
COc1cc2oc(=O)c3c(c2cc1OCC(=O)c1c(C)n(C)c2ccccc12)CCCC3,9.8%,0.5%,-0.5,-4.0%,0.8,-1.8%,0.1,-23.5%,1.4%
COc1cccc(/C(O)=C2\C(=O)C(=O)N(c3ccccn3)C2c2ccccc2OC)c1 (stereo not drawn),-10.0%,-4.7%,-1.7,-3.8%,-0.9,-4.9%,5.1,33.9%,-4.2%
Cc1nnc(-c2ccccc2)nc1N(C)C,0.0%,-0.4%,-8.8,-1.2%,0.6,-9.6%,6.1,-3.9%,-3.4%
CCN1CCN(c2nnc(-n3cccc3C(=O)Nc3cccc(OC)c3)s2)CC1,-12.1%,-3.2%,-2.5,-2.1%,0.0,-0.5%,x,-19.4%,3.6%
COc1ccc2c(c1)nc(NCCO)n2C,-16.4%,0.1%,1.0,-3.6%,-5.1,6.1%,3.1,-13.6%,-6.4%
CC(=O)c1ccccc1NS(=O)(=O)c1cccc2nonc12,0.6%,1.0%,-3.8,-2.5%,1.0,2.9%,21.0,35.5%,-7.5%
COc1ccc(CCN2CC(C(=O)NC3CCOCC3)CCC2=O)cc1 (stereo not drawn),-5.1%,-6.1%,-3.0,-1.1%,0.4,7.4%,2.6,11.7%,-0.7%
O=C1CCC(NC(=O)c2ccccc2)C(=O)N1 (stereo not drawn),u,8.7%,-6.5,3.2%,-1.5,2.9%,-18.1,26.9%,-3.1%
Cc1nc2c(C(=O)O)cnn2c(C)c1Cc1ccccc1F,-0.4%,-0.2%,-6.1,0.1%,0.4,0.0%,3.3,14.7%,0.9%
Cc1[nH][nH]c(=O)c1C=NCc1cccc(C(F)(F)F)c1,-13.1%,-0.3%,-1.0,-5.1%,-0.5,-3.8%,-14.2,3.0%,7.1%
CCc1nc2ccc(C(=O)NCCC(C)C)cn2c1N(C)Cc1ccc(OC)cc1,18.2%,-1.2%,0.3,-5.0%,x,x,x,x,x
Cc1nc(C(C)NC(=O)c2cc(COc3ccc(C)c(C)c3)on2)c(C)s1 (stereo not drawn),-12.0%,-7.1%,1.0,-0.3%,-0.2,-8.6%,-11.8,-8.2%,-3.1%
CNC(=O)c1ccsc1NC(=O)c1ccc(S(=O)(=O)N2CCc3ccccc32)cc1,-6.7%,9.1%,-9.7,-2.4%,1.1,-0.4%,0.9,-20.4%,0.8%
CCn1nnnc1-c1ccc(OC)c(S(=O)(=O)N2CCCCC2)c1,-13.5%,0.7%,-3.2,-3.6%,0.6,-2.4%,-3.9,-15.9%[56.9 µM],-5.1%
Cc1ccc(C)c(NC(=O)COC(=O)c2nn(C)c(=O)c3ccccc23)c1,u,-1.0%,-10.8&1.2,-2.5%,x,-1.3%,x,1.1%,-0.7%
CCOc1ccc(NC(=O)C2C3CCC4C(CCC32)C4(Cl)Cl)cc1 (stereo not drawn),-10.6%,-0.6%,-4.2,2.3%,-0.2,1.3%,9.3,16.8%,4.5%

# (next part)
SMILES,12-LOX inh,Vif-APOBEC3G blk,LDHA block,GRP78 ERSR act,D2 agonist,Vif-A3F inh,D2 antag,RGS4 inh,ERG-DNA inh
COc1ccc(/C=C(/C#N)C(=O)Nc2cccc(C)c2C)cc1C(=O)O,43.3%[activator],0.6%,-9.1,-2.6%,1.3,-4.7%,-3.7,25.2%,-3.4%
Cc1cccc(N2CCN(C(=O)CCCSc3nc4ccccc4[nH]3)CC2)c1C,-9.3%,-1.8%,-0.7,-3.9%,0.2,3.4%,-16.8,-9.4%,1.1%
Cc1ccc(-n2nnnc2SCc2nnc(-c3ccccc3Br)o2)c(C)c1,4.1%,-0.6%,-3.1,-1.1%,0.5,2.8%,-10.2,-9.0%,x
CCOc1c(O)ccc(C2NC(=O)N(C)C(C)=C2C(=O)OC)c1[N+](=O)[O-] (stereo not drawn),u,1.9%,1.9,1.6%,0.4,-1.7%,16.9,18.4%[56.9 µM],-29.7%
Cc1ccc(Cn2nc(C)c(NC(=O)CCCn3nc(C)c([N+](=O)[O-])c3C)c2C)cc1,-4.1%,0.7%,4.7,1.3%,-0.6,-4.0%,6.1,-7.5%,11.5%
COc1ccc(OC)c(NC(=O)COC(=O)CN(C)S(=O)(=O)c2ccc(C)cc2)c1,-17.7%,0.6%,-21.5,-0.7%,0.3,-13.3%,17.6,18.0%,x
Cc1ccc(NS(=O)(=O)c2cc(-c3n[nH]c(=O)c4ccccc34)ccc2C)cc1,u,u,0.7&-5.7,-7.6%,6.6,-6.1%,-8.9,7.4%,4.7%
CCN(CC)C(=O)C1=C(C)NC(=S)NC1c1cn(-c2ccccc2)nc1-c1ccc(Cl)cc1 (stereo not drawn),u,-4.7%,-11.0,4.2%,-0.7,-10.1%,-5.9,-24.8%,-3.6%
c1ccc2c(c1)Cc1cc(CN3CCOCC3)ccc1-2,-16.6%,0.7%,-5.8,1.0%,-0.1,5.9%,6.2,-8.1%,-0.5%
O=C(CSCc1ccc(Cl)cc1)Nc1nccs1,-6.0%,-0.7%,-5.8,-3.7%,0.3,0.7%,-0.7,4.4%,x
Cn1c(=O)[nH]c(=O)c2c1nc(Br)n2CCOc1ccccc1,25.0%,2.9%,-9.2,4.3%,1.0,-0.7%,3.9,40.4%,1.6%
CCOC(=O)C(NC(=O)N1CCCCC1)(c1ccccc1)C(F)(F)F (stereo not drawn),-26.9%,-0.8%,-1.4,-2.6%,0.0,-2.9%,-25.2,23.1%,-1.5%
N#CC(C(=O)OCc1ccccc1)c1nc2ccccc2nc1N1CCOCC1 (stereo not drawn),-9.8%,-10.5%,2.3,-1.0%,4.8,-5.0%,24.4,6.5%,-28.5%
Cc1noc2ncnc(Oc3ccc(F)cc3)c12,-5.6%,-0.8%,-4.8,2.4%,0.4,0.4%,-6.7,24.8%,3.8%
CCOc1ncccc1C(=O)NNC(=O)c1cccc(S(=O)(=O)N2CCOCC2)c1,189.2%[activator],0.5%,-1.6,-3.8%,x,0.4%,x,25.7%,-16.8%
CCCN(CC(=O)Nc1ccc(Cl)cc1Cl)C(=O)/C=C/c1cccc([N+](=O)[O-])c1,-15.8%,-7.2%,-2.9,-6.2%,-1.3,1.0%,3.2,-28.4%,-8.1%
COc1ccc(OC)c(-c2csc(NC(=O)Cc3ccccc3F)n2)c1,-11.8%,5.3%,-7.2,-1.3%,-0.2,-2.4%,-11.8,3.4%,10.8%
CC1CCCC(C)N1C(=O)CN1C(=O)C(C)(C)Oc2ccc(C(=O)NC3CCCC3)cc21 (stereo not drawn),-18.3%,-8.6%,-7.3,-2.7%,-0.9,-9.5%,33.3*,-7.5%,-15.1%
O=C(Cc1c(O)c2ccccc2[nH]c1=O)OC1CCCCC1,292.9%[activator],-0.1%,-2.1,5.6%,-0.8,-17.9%,4.3,3.0%,5.7%
COC(=O)c1ccc(N2CCOCC2)c(NC(=O)c2cccs2)c1,0.9%,-0.4%,-5.7,-2.8%,0.6,-1.9%,20.9,3.3%,7.7%
Cc1ccc(C(=O)C[n+]2ccc(-c3nnc4n3CCC4)cc2)cc1,5.8%,-0.5%,-13.5,-3.1%,-1.0,12.0%,-4.7,-1.3%,x
C/C(CC(=O)Nc1ccc(OCc2ccccc2)cc1)=N\NC(=O)C(=O)Nc1cccc(C)c1,-20.5%,-25.2%,-1.1,u,-0.7,-7.5%,-3.1,13.0%,-2.9%

# Bioassay records (PubChem)

# Not all compounds are listed; the hit share may differ from the screen's.
